# Screens (PubChem)
# thrombin 1536: inhibitors of human thrombin | AID 1046 | alpha-thrombin, Boc-VPR-AMC fluorogenic substrate cleavage | hit rate 0.26% among 220,000 | P00734 | inhibition, % at 5 µM;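 active = inhibition at or above 40%; inactive = inhibition below 40%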;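 note: 0% = enzyme with no compound and 100% = wells without enzyme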
#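 Material: human alpha-thrombin protein. Incubation: reaction at ambient temperature. Technique: fluorescence of released AMC, ex 355 nm, em 460 nm. Control set: no-compound enzyme wells and no-enzyme blanks. Also added: Boc-VPR-AMC substrate, 15 µM final. Buffer or medium: pH 7.5 Tris (50 mM) with NaCl 150 mM, Tween 20 0.05%.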
# p47phox inh: inhibitors of human p47phox binding. inhibition, % at 24.7 µM. P14598. p47phox/p22phox peptide binding, fluorescence polarization, 2 h. hit rate 0.53% among 220,000;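 note: 0% = p47phox with labelled peptide and 100% = labelled peptide alone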
# Target sequence (P14598 whole entry, looked up): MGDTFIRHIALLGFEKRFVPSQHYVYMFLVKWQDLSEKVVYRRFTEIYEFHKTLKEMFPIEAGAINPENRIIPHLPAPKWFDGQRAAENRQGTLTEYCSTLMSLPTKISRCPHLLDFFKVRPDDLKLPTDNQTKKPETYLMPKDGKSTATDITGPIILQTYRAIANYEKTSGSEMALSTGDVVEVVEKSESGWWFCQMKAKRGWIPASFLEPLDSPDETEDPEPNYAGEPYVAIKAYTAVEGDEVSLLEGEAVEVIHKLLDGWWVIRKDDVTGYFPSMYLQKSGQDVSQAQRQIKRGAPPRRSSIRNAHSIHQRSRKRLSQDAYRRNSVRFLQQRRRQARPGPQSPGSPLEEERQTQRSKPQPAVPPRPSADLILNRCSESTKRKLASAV
# Furin inhibitor: blocks human furin protease activity; P09958; AID 463115; purified furin, fluorogenic substrate cleavage; hit rate 0.061% among 220,000; inhibition, % at 30 µM; in the data active = inhibition above about 25%; note: inactives centre near -15
# Rad51 HR inh: blocks human Rad51 in homologous recombination. AID 1385. inhibition, % at 10 µM. hRad51 DNA strand exchange, fluorescence dequenching. hit rate 0.085% among 200,000. Q06609;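 active = inhibition above 40% at the single screening dose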;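 note: 0% = DMSO control wells and 100% = blanks with heterologous ssDNA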
# Target sequence (Q06609 whole entry, looked up): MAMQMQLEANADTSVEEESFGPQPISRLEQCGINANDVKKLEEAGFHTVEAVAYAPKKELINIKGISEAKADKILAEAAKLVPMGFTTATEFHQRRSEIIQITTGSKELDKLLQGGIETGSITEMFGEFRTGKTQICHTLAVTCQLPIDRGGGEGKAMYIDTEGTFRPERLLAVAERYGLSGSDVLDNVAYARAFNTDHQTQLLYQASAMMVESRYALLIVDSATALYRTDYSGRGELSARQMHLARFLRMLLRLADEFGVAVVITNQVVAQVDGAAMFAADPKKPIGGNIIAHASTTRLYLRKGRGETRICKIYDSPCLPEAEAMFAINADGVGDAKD
#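 System: hRad51 filaments on single-stranded DNA; reagent: Fluorescein- and BHQ1-tagged 47-mer duplex; compound dosing: one concentration, 10 µM final; timing: filaments 15 min 37 °C, then compound 30 min; measured by: fluorescein emission 520 nm, excitation 485 nm; benchmarks: per-plate controls and blanks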
# KCC2 mod: modulates chloride dependent transport by human KCC2; Q9H2X9; KCC2 cells, thallium flux FluoZin-2 fluorescence; B-score of Tl+ flux slope (higher = more flux/activation; lower = inhibition) at 10 µM; hit rate 2.2% among 190,000;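 active = thallium flux slope and its plate-corrected score both differing from the plate sample mean at a set confidence after two filtering rounds, in either direction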;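 note: slope of fluorescence scaled to starting intensity during 10 to 20 s after thallium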
# hK5 inh: inhibitors of human kallikrein 5; hit rate 0.59% among 210,000; recombinant hK5, fluorogenic AMC substrate cleavage; inhibition, % at 5 µM; Q9Y337;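 active = inhibition of 40% or more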;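 note: 0% = enzyme controls without compound and 100% = no-enzyme blanks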
# Target sequence (Q9Y337 67-293 limits assumed): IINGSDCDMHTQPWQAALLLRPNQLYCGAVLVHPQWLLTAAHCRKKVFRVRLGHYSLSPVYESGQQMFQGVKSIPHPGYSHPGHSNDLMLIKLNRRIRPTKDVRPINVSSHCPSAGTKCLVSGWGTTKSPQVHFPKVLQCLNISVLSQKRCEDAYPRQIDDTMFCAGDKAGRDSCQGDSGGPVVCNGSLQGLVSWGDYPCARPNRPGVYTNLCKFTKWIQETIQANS
# EBV gp42 block: blocks Epstein-Barr virus glycoprotein 42 binding; inhibition, % (tested at 21.74 µM); Fluorescence polarization binding assay, mP read-out; hit rate 0.42% among 220,000; Q1HVG2; AID 1085; in the data active = inhibition above about 50%
# eIF4E 4G PPI: eIF4E/eIF4G interaction inhibition in translation initiation | P63073+Q04637 | hit rate 0.37% among 220,000 | TR-FRET eIF4E-eIF4GI(517-606) binding, 2 h | inhibition, % at 21.7 µM;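 note: 0% = full FRET control wells and 100% = background wells lacking eIF4GI fragment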
# 14-3-3 Bad inh: disrupts binding of bovine 14-3-3 zeta to phospho-Bad peptide; P63103; TR-FRET 14-3-3zeta/Dy647-pBad peptide displacement, 1 h; inhibition, % at 21.7 µM; hit rate 0.71% among 220,000;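 active = inhibition above about 70%, limit read from the data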;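 note: 0% = full 14-3-3 plus peptide FRET controls and 100% = background without 14-3-3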
# Active calls of the source: *; / = no result given; [ ] = dose if it differs, or a comment.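 Rule for the calls, unless noted: active = inhibition above about 30% (limit read from the data); inactive = the rest.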
# Field names – A = thrombin 1536; B = p47phox inh; C = Furin inhibitor; D = Rad51 HR inh; E = KCC2 mod; F = hK5 inh; G = EBV gp42 block; H = eIF4E 4G PPI; I = 14-3-3 Bad inh
COc1ccc(Cc2nnc(NC(=O)C(C)C)s2)cc1
  A: 1; B: -6; C: -15; D: /; E: 1.1; F: -1; G: 2; H: -6; I: 5
COc1cc(O)cc(O)c1C(=O)/C=C/c1ccccc1
  A: -2; B: -5; C: -23; D: -3; E: -1.7; F: 0; G: -6; H: 0; I: 4
CO/N=C/c1ccc(N2CCN(C(=O)c3ccc(Cl)cc3Cl)CC2)c([N+](=O)[O-])c1
  A: 2; B: -4; C: -9; D: 0; E: -0.42; F: 10; G: 6; H: 7; I: -4
CCNC(=O)NC(=O)C(C)OC(=O)CCCc1nc2ccccc2s1 (stereo unspecified)
  A: -3; B: -14; C: -9; D: -30; E: -1.2; F: -3; G: 2; H: -1; I: -10
CC(=O)N(CCCCN1C(=O)c2ccccc2C1=O)c1ccc(C)cc1
  A: -2; B: -7; C: -18[20 µM]; D: -2; E: -0.99; F: 4; G: -7; H: 0; I: 6[fluorescence artefact?]
CCc1cc(=O)oc2cc(C)cc(OCC(=O)C(C)(C)C)c12
  A: 0; B: 1; C: -13; D: 13; E: -0.12; F: -2; G: -8; H: 5; I: -4
O=C(c1ccc(OC2CCN(CCc3ccccc3)CC2)cc1)N1CCCC(O)C1 (stereo unspecified)
  A: -7; B: -4; C: -24; D: -17; E: -0.58; F: /; G: -7; H: 0; I: -14
OCC1(Cc2ccc(Cl)cc2)CCN(Cc2ccc(F)c(F)c2)CC1
  A: 2; B: -13; C: -22; D: 9; E: 0.025; F: 1; G: -17; H: -2; I: 2
O=C1NCCN1C(=O)c1cccc(Cl)c1
  A: 1; B: -17; C: -18; D: /; E: 0.0026; F: -2; G: -10; H: -3; I: 4[fluorescence artefact?]
CC(=O)NCCn1c(SCC(=O)c2ccc(Cl)cc2)nc2ccccc2c1=O
  A: 3; B: -12; C: -1[20 µM]; D: 9; E: 0.58; F: 4; G: -3; H: 1; I: 1
O=C(CCCOc1ccccc1)Nc1ccc(Cl)cn1
  A: -1; B: -8; C: -14; D: 8; E: -0.98; F: -18; G: 5; H: 1; I: -11
Cc1cc(NC(=O)c2c(F)cccc2Cl)n(-c2nc3ccccc3[nH]2)n1
  A: 2; B: -24; C: -18[20 µM]; D: 3; E: /; F: -20; G: 5; H: -3; I: 1
Cn1nc(-c2ccccc2)c(CN2CCN(c3ncccn3)CC2)c1Cl
  A: -1; B: 4; C: -19; D: -17; E: -2.3; F: /; G: -3; H: 3; I: -4
CCOc1ccc(C(=S)N2CCCC2)cc1OC
  A: -2; B: -11; C: -9; D: -1; E: 0.4; F: -14; G: -14; H: 9; I: -22
COCCn1c(=NC(=O)c2ccc3c(c2)OCO3)c(C#N)cc2c(=O)n3cccc(C)c3nc21
  A: 2; B: -12; C: -25; D: -15; E: 0.55; F: -3; G: -41; H: -1; I: 1
N#C/C(=C1\CCCN1)c1nc2ccccc2c(=O)[nH]1
  A: 10; B: -12; C: 10; D: 9; E: /; F: -7; G: -27; H: 0; I: 6
CC(Oc1ccc(Cl)cc1Cl)C(=O)Nc1ccc2oc(-c3ccncc3)nc2c1 (stereo unspecified)
  A: 2; B: 13; C: -23[20 µM]; D: 5; E: 0.086; F: -30; G: -2; H: 2; I: -6
Cc1ccc(C2C(C#N)=C(N)N(N(C)C)C3=C2C(=O)CCC3)cc1 (stereo unspecified)
  A: -13; B: -15; C: -4; D: 2; E: 0.066; F: -15; G: 0; H: 4; I: -10
COc1cc(C(CCN2CCCC(C)C2)c2c(OC)cc(OC)c3c2OC(=O)CC3c2ccc(N(C)C)cc2)cc(OC)c1OC (stereo unspecified)
  A: 13; B: -14; C: -5; D: -3; E: -0.21; F: 6; G: -11; H: -1; I: -2
N#C/C(=C/c1ccc(CNS(=O)(=O)c2ccccc2)o1)C(=O)NCc1ccccc1
  A: -9; B: -15; C: -27; D: -5; E: -1.8; F: -16; G: 5; H: -5; I: -26[fluorescence artefact?]
C=C(C)COc1ccc(-c2n[nH]c(C)c2-c2ccc(OC)c(OC)c2)c(O)c1
  A: 1; B: -1; C: -6; D: 13; E: -0.45; F: -1; G: -6; H: -2; I: 5
COc1ccc(S(=O)(=O)N(C)CC(=O)NCCC2=CCCCC2)cc1OC
  A: -8; B: -11; C: -25[20 µM]; D: -2; E: -1.5; F: -22; G: 5; H: 6; I: 3[fluorescence artefact?]
CN1CCN(S(=O)(=O)c2ccc(-c3noc(C4CCN(S(C)(=O)=O)CC4)n3)cc2)CC1
  A: -5; B: -5; C: -25; D: -12; E: 0.9; F: 0; G: -7; H: 8[fluorescence artefact?]; I: -7
C=C(C)CSc1nnc(-c2cccc(S(=O)(=O)N(C)C)c2)n1-c1cc(OC)ccc1OC
  A: -3; B: -6; C: -23[20 µM]; D: 8; E: 1.3; F: -21; G: -6; H: 10; I: -3
CCN(C(=O)c1cnc(NC(C)C)cc1C(F)(F)F)c1ccc(Cl)cc1
  A: -5; B: -8; C: -26; D: 6; E: -0.61; F: -4; G: -2; H: 3; I: 0

# Only p47phox inh and Furin inhibitor, for 7 of the compounds above:
mol	p47phox inh	Furin inhibitor
COc1cc(O)cc(O)c1C(=O)/C=C/c1ccccc1	-5	-23
CO/N=C/c1ccc(N2CCN(C(=O)c3ccc(Cl)cc3Cl)CC2)c([N+](=O)[O-])c1	-4	-9
CCNC(=O)NC(=O)C(C)OC(=O)CCCc1nc2ccccc2s1 (stereo unspecified)	-14	-9
CC(=O)N(CCCCN1C(=O)c2ccccc2C1=O)c1ccc(C)cc1	-7	-18[20 µM]
CCc1cc(=O)oc2cc(C)cc(OCC(=O)C(C)(C)C)c12	1	-13
O=C(c1ccc(OC2CCN(CCc3ccccc3)CC2)cc1)N1CCCC(O)C1 (stereo unspecified)	-4	-24
OCC1(Cc2ccc(Cl)cc2)CCN(Cc2ccc(F)c(F)c2)CC1	-13	-22

# Going on with the list:
# Field names – A = thrombin 1536; B = p47phox inh; C = Furin inhibitor; D = Rad51 HR inh; E = KCC2 mod; F = hK5 inh; G = EBV gp42 block; H = eIF4E 4G PPI; I = 14-3-3 Bad inh
O=C(CC1N=C2c3ccccc3N=C(SCc3ccc(Cl)cc3)N2C1=O)NCc1ccco1 (stereo unspecified)
  A: -3; B: -46; C: 3; D: -1; E: -1.8; F: -2; G: -16; H: 2[fluorescence artefact?]; I: -2
CC(C)C(C)NC(=O)COC(=O)c1cccc(C(=O)OCC(=O)NC(C)C(C)C)n1 (stereo unspecified)
  A: -7; B: -1; C: -15; D: -4; E: -1.6; F: 2; G: -17; H: 3; I: 3
COc1ccc2c(CC(=O)OCC(=O)Nc3cccc(S(N)(=O)=O)c3)coc2c1
  A: 1; B: -12; C: -11; D: 28; E: 1.5; F: 2; G: -8; H: -6; I: 1
CCOc1ccc(N(CC(=O)Nc2cccc(F)c2)S(=O)(=O)c2c(C)noc2C)cc1
  A: 23; B: -11; C: -7; D: -2; E: 1.8; F: 42*; G: 7; H: -6; I: 1
CC(C)NC(=O)CSc1nc(-c2cccs2)cc(-c2ccccc2)c1C#N
  A: 0; B: -8; C: -18[20 µM]; D: -7; E: 0.44; F: -6; G: -18; H: 0; I: -1
Cc1cc(CNCc2c(C(=O)N(C)Cc3ccccc3)nc3ccccn23)nn1C
  A: -13; B: 3; C: -11; D: 4; E: -0.01; F: /; G: -3; H: -1; I: -12
CN1CCN(c2cc(C(F)(F)F)nc3ccc(F)cc23)CC1
  A: 15; B: -2; C: 0; D: -16; E: -0.0035; F: 12; G: -8; H: -6; I: -1
O=C(Nc1ccc2c(c1)CCC2)c1ccc(Br)s1
  A: -3; B: -20; C: -18; D: 1; E: -0.37; F: -4; G: -12; H: -6; I: -6
O=c1oc2ccc3ccccc3c2cc1-c1nnc(-c2ccccc2)o1
  A: -13; B: -1; C: -35; D: -15; E: -0.56; F: -103; G: -14; H: -44; I: 5[fluorescence artefact?]
N#Cc1ccc(-c2ccc3c(c2)OCO3)nc1SCC(=O)OCc1ccccc1
  A: -8; B: -46; C: -39[20 µM]; D: -3; E: /; F: -182; G: -28; H: 8[fluorescence artefact?]; I: 1[fluorescence artefact?]
CC(=O)NCCN=C(C)c1sc2ccccc2c1O
  A: -10; B: -40; C: -28; D: /; E: -0.28; F: -20; G: -24; H: -1; I: -17
CCN(CC)C1CCN(Cc2cn[nH]c2-c2ccc(OC)c(F)c2)C1 (stereo unspecified)
  A: -3; B: -1; C: -33; D: /; E: /; F: /; G: 10; H: -3; I: -6
COc1ccc(-c2c(C)n([O-])c(C)c(C)[n+]2=O)cc1OC
  A: -9; B: -16; C: -22; D: /; E: /; F: -15; G: -12; H: -5; I: 5
CC1=NN(c2ccccc2)C(=O)C1/C=C1/NC(=S)NC1=O (stereo unspecified)
  A: -1; B: -21; C: 0; D: -2; E: 1.2; F: 0; G: -13; H: 12; I: -1
CCOC(=O)C1CCN(Cc2ccc(C(=O)OC)cc2)CC1
  A: 4; B: -15; C: -21[20 µM]; D: -5; E: -0.26; F: -25; G: -11; H: -4[fluorescence artefact?]; I: 49
O=C(c1sc2cc(F)ccc2c1Cl)N1CCN(c2cccc(Cl)c2)CC1
  A: -8; B: 19; C: -10; D: 0; E: 0.6; F: -4; G: 18; H: 3; I: 4
O=C(CCCN1C(=O)c2ccccc2C1=O)NCCCn1ccnc1
  A: -3; B: -2; C: -23; D: 7; E: 0.51; F: -3; G: -3; H: 1; I: 2
COc1ccccc1C(c1c(N)n(C)c(=O)n(C)c1=O)C(C)[N+](=O)[O-] (stereo unspecified)
  A: 3; B: -14; C: -16; D: 6; E: -0.028; F: 3; G: -13; H: -1; I: -2
O=C(NCCc1nc2ccccc2[nH]1)/C(=C/c1ccco1)NC(=O)c1ccc(Br)o1
  A: -3; B: -35; C: -10; D: 4; E: -0.022; F: -3; G: -21; H: 6[fluorescence artefact?]; I: 3
O=C(CCC1CCCN(Cc2cccc3c2OCO3)C1)NCc1ccc(F)c(F)c1 (stereo unspecified)
  A: -10; B: -4; C: -11; D: 7; E: -0.61; F: 5; G: -5; H: -2; I: -10
O=C(CCc1nc2ccccc2s1)OCC(=O)c1ccccc1
  A: -4; B: -11; C: -15; D: -15; E: -1.6; F: -5; G: -15; H: -2; I: -3[fluorescence artefact?]

# Full records as entered above. Screens in order: thrombin 1536 | p47phox inh | Furin inhibitor | Rad51 HR inh | KCC2 mod | hK5 inh | EBV gp42 block | eIF4E 4G PPI | 14-3-3 Bad inh
# Entry for O=C(CCc1nc2ccccc2s1)OCC(=O)c1ccccc1 → -4 | -11 | -15 | -15 | -1.6 | -5 | -15 | -2 | -3[fluorescence artefact?]
# Entry for CC(C)C(C)NC(=O)COC(=O)c1cccc(C(=O)OCC(=O)NC(C)C(C)C)n1 (stereo unspecified) → -7 | -1 | -15 | -4 | -1.6 | 2 | -17 | 3 | 3

# Not a hit list; any-hit rate near 4.7%.
